Assay outcomes (PubChem)
NALP1 inh = inhibitors of NALP1 inflammasome in yeast; AID 2071; S. cerevisiae NALP1/ASC/caspase-1 growth, X-gal OD620, 72 h; hit rate 0.61% among 280,000; inhibition, % at 10 µM; in the data active means inhibition mostly above about 24%, no sharp cut-off; inactive means mostly below about 32%; further: some compounds called inactive have numbers as strong as hits
OXTR agonist = human OXTR agonism | P30559 | CHO-OTR cells, Fluo-8 calcium fluorescence; normalized: DMSO 0%, oxytocin 100% | activation, % at 3 µM | hit rate 0.32% among 320,000;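 active means activation above the mean of all tested compounds plus 3 SD, cutoff set per screening run, cut at about 20% in these data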;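 further: peak over basal fluorescence ratio from a 100 s FLIPR kinetic read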
Target sequence (P30559 whole entry, looked up): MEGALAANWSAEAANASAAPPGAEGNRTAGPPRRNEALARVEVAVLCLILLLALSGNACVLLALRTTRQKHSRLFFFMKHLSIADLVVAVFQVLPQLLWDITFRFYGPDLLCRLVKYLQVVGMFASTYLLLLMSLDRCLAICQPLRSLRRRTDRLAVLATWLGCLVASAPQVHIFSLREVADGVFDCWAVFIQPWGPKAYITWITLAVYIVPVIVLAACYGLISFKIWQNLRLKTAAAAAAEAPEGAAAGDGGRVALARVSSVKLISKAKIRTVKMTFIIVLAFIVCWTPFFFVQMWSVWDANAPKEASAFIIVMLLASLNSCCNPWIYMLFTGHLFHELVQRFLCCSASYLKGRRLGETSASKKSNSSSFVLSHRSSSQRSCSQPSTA
MEKK2mut PB1 HTS = signal of MEK5 binding to mutant human MEKK2 PB1 domain. hit rate 0.35% among 290,000. percent response, % at 10 µM. bead flow cytometry, Alexa488-MEK5 binding to MEKK2 mutant; in the data active means percent response above about 24%, passing the limit was not always enough; further: inactives centre near 1; some results filed as inactive read as strong as hits; reference of the scale not given here
PHOSPHO1 inh = PHOSPHO1 (human) inhibition. Q8TCT1. inhibition, % at 13.3 µM. recombinant PHOSPHO1, absorbance phosphatase assay. hit rate 1.1% among 290,000. AID 1565; in the data active means inhibition above about 60%
MEKK3 PB1 HTS = modulators (inhibitors or enhancers) of MEK5 binding to human MEKK3 PB1 domain. Q99759. bead-based flow cytometry, Alexa488-MEK5 binding to MEKK3; actives lie on both sides; 0 = blocked by unlabeled MEK5, 100 = vehicle. binding response (% of control), % at 10 µM. hit rate 1.4% among 290,000. AID 1529;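 active means binding response more than 3 SD above or below the average of its plate-row segment, actives on both sides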;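 further: Alexa488 bead fluorescence after subtracting the streptavidin-only scavenger bead signal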
Target sequence (Q99759 whole entry, looked up, the tested form may be a part): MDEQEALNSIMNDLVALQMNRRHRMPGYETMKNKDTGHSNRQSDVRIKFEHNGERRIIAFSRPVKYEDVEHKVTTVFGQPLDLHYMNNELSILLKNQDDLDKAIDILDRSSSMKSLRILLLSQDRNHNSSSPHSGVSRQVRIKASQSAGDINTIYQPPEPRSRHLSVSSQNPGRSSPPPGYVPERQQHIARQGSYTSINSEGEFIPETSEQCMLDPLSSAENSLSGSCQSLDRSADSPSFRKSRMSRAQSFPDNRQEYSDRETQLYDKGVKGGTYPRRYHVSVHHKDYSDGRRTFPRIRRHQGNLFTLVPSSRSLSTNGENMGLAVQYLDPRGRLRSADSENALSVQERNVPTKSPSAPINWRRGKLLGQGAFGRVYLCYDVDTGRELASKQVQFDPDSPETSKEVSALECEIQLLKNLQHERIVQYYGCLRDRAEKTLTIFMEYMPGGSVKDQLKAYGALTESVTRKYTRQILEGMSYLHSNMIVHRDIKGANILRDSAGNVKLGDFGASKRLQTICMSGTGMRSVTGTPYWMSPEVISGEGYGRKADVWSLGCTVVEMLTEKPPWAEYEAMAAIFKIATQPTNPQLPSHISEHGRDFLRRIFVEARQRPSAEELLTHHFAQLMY
MEKK2 WT-MEK5 = raises or lowers MEK5 binding to wildtype human MEKK2 PB1 domain | Q9Y2U5 | bead flow cytometry, Alexa488-MEK5 binding to MEKK2 WT; actives lie on both sides | binding response (% of control), % at 10 µM | hit rate 1.1% among 290,000; in the data active means binding response below about 67% or above about 130%
GPR7 antag = antagonists of human GPR7 (neuropeptides B/W receptor 1); P48145; GPR7-expressing cells, fluorescence antagonist assay; inhibition, % at 4.4 µM; hit rate 1.1% among 290,000; AID 1861; in the data active means inhibition above about 16%, passing the limit was not always enough;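 further: cells stimulated with the agonist NPW; 0% = agonist with vehicle and 100% = vehicle without agonist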
GalR3 antag = antagonists of human GalR3; HEK293 GalR3-CNG cAMP membrane potential fluorescence; galR3 body fused to GalR1 C-terminus; O60755; inhibition, % at 3 µM; AID 651719; hit rate 0.44% among 360,000;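 active means inhibition above the screen-wide average plus 3 SD, cut at about 13% in these data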;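 further: forskolin and galanin both at EC90 stimulate the cells; cAMP rise reported by CNG channel membrane potential dye signal; 0% = forskolin plus galanin with DMSO and 100% = forskolin alone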
V1aR counter = activates human V1a receptor in oxytocin agonist counter-screen; CHO-V1R cells, Fluo-8 calcium fluorescence, agonist mode; 0% DMSO, 100% 3 nM vasopressin; activation, % at 3 µM; hit rate 0.25% among 320,000; AID 2797;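 active means activation above the mean activation of all tested compounds plus 3 SD, per screening run, cut at about 20% in these data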;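 further: signal is peak over basal fluorescence ratio across a 100 second FLIPR read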
Starred values were filed as active, the others as inactive; . = no result given.

cpd	Structure	NALP1 inh	OXTR agonist	MEKK2mut PB1 HTS	PHOSPHO1 inh	MEKK3 PB1 HTS
1	COc1ccccc1NC(=O)CSc1nnc(Cc2cccn2C)n1-c1ccc(F)cc1	29.0	0.4	-1.0	-22.1	95.0
2	COC(=O)c1ccc(Cn2cnc3c(cnn3-c3ccc(F)cc3)c2=O)o1	-14.0	3.3	7.0	1.5	100.0
3	CC1CCc2cc(F)ccc2N1C(=O)CSc1nnc2c(n1)[nH]c1ccccc12 (configuration not stated)	27.6	-0.5	42.0	-2.6	104.0
4	CCCCn1nc2cc(C(=O)NC[C@@H]3CCCO3)ccc2c1OCC	7.3	-2.2	3.0	38.2	111.0
5	O=C(CCN1C(=O)/C(=C\c2ccccc2Cl)SC1=S)Nc1cccnc1	3.9	4.9	8.0	57.8	105.0
6	Cc1cc(C)c(OCCCCN(C)C)c(Br)c1	14.6	3.2	3.0	-5.3	98.0
7	CC(C)c1cccc(OCCN2CCCC2)c1	4.2	0.6	8.0	8.5	103.0
8	COCC(=O)Nc1ccc(Br)cc1C	12.6	-0.5	3.0	27.7	102.0

cpd	MEKK2 WT-MEK5	GPR7 antag	GalR3 antag	V1aR counter
1	96.0	-7.2	0.6	-0.2
2	103.0	-5.8	-4.4	6.6
3	102.0	-4.2	-3.1	1.2
4	106.0	-13.2	-0.9	-1.2
5	103.0	-23.9	-0.7	9.3
6	102.0	-10.0	-3.9	-0.3
7	103.0	-14.2	1.4	0.3
8	103.0	-4.7	0.4	-0.6

Arranged by value in GalR3 antag (largest number first): some entries from above.
nr | canonical_smiles | NALP1 inh | MEKK2mut PB1 HTS | PHOSPHO1 inh | MEKK3 PB1 HTS | MEKK2 WT-MEK5 | GPR7 antag | GalR3 antag
8 | COCC(=O)Nc1ccc(Br)cc1C | 12.6 | 3.0 | 27.7 | 102.0 | 103.0 | -4.7 | 0.4
4 | CCCCn1nc2cc(C(=O)NC[C@@H]3CCCO3)ccc2c1OCC | 7.3 | 3.0 | 38.2 | 111.0 | 106.0 | -13.2 | -0.9
6 | Cc1cc(C)c(OCCCCN(C)C)c(Br)c1 | 14.6 | 3.0 | -5.3 | 98.0 | 102.0 | -10.0 | -3.9

Carrying on:
cpd	Structure	NALP1 inh	OXTR agonist	MEKK2mut PB1 HTS	PHOSPHO1 inh	MEKK3 PB1 HTS
9	O=C(c1ccco1)N1CCN(C(=O)c2ccccc2Oc2ccccc2)CC1	6.9	0.3	-3.0	-3.2	94.0
10	S=c1[nH]ncn1/N=C/c1ccc(N2CCOCC2)cc1	-10.9	-0.2	-6.0	87.9*	95.0
11	Cc1cccc(N2CCN(S(=O)(=O)c3c(C)[nH]c(=O)[nH]c3=O)CC2)c1C	4.9	0.6	2.0	-4.4	100.0
12	Cc1nnc(NC(=O)CSc2cn(Cc3ccccc3)c3ccccc23)s1	14.6	-2.5	10.0	4.7	110.0
13	Cc1ccc(S(=O)(=O)c2cnc3cc(C)nn3c2N)cc1	-16.8	0.2	-2.0	-21.2	98.0
14	COc1ccc(C(=O)NC(=S)Nc2nc(C)c(C(=O)N(C)C)s2)cc1	29.6	0.7	-5.0	21.5	94.0
15	CCN1C(=O)/C(=C/c2c(C)nn(C)c2C)SC1=S	36.0	0.1	3.0	18.0	96.0
16	COCCCNC(=O)C(=O)Nc1cc2c3c(c1)CCN3C(=O)CC2	18.6	0.0	-1.0	29.3	103.0

cpd	MEKK2 WT-MEK5	GPR7 antag	GalR3 antag	V1aR counter
9	90.0	-1.4	2.1	1.9
10	94.0	-10.7	-5.7	1.0
11	96.0	-2.4	-4.2	-0.2
12	108.0	-2.6	.	-0.8
13	98.0	-11.9	1.9	0.8
14	95.0	-3.6	-1.2	0.2
15	101.0	-12.9	.	0.3
16	100.0	-3.1	-7.5	0.7

Profiles, looked up by structure. Values in the order: NALP1 inh, OXTR agonist, MEKK2mut PB1 HTS, PHOSPHO1 inh, MEKK3 PB1 HTS, MEKK2 WT-MEK5, GPR7 antag, GalR3 antag, V1aR counter
COc1ccc(C(=O)NC(=S)Nc2nc(C)c(C(=O)N(C)C)s2)cc1 reads 29.6, 0.7, -5.0, 21.5, 94.0, 95.0, -3.6, -1.2, 0.2
O=C(c1ccco1)N1CCN(C(=O)c2ccccc2Oc2ccccc2)CC1 reads 6.9, 0.3, -3.0, -3.2, 94.0, 90.0, -1.4, 2.1, 1.9

New compounds follow:
cpd	Structure	NALP1 inh	OXTR agonist	MEKK2mut PB1 HTS	PHOSPHO1 inh	MEKK3 PB1 HTS
17	CCOC(=O)N1CCc2c(sc3c2c(=O)n(Cc2ccccc2)c(=O)n3CC(=O)NCC2CCCO2)C1 (configuration not stated)	-5.3	-0.8	1.0	27.9	102.0
18	CCOc1ccc(/C=N/OC(C)C(=O)NCc2ccc3c(c2)OCO3)cc1 (configuration not stated)	36.9	-1.8	0.0	-18.2	104.0
19	CCn1c(SCC(=O)Nc2ccccc2OC)nnc1-c1cnccn1	-7.3	0.3	-4.0	6.2	99.0
20	COc1ccc(S(=O)(=O)N2CCC(C(=O)Nc3nnc(CCN4CCCCC4)s3)CC2)cc1	12.0	-0.1	14.0	-1.5	102.0
21	CCN(CC1CCCO1)C(=O)C1CCN(C2CCN(Cc3ccccc3C)CC2)CC1 (configuration not stated)	20.6	-0.2	8.0	23.8	98.0
22	CCCCNC(=O)CCC(=O)Nc1ccc2nc(N3CCN(C)CC3)cc(C)c2c1	7.1	0.2	-6.0	-17.2	97.0
23	CCn1c(SCC(=O)Nc2ccccc2)nc2ccccc2c1=O	4.0	-0.9	2.0	24.1	106.0
24	COCCn1cc(C(=O)N2CCN(C)CC2)c2c3ccccc3n(C)c2c1=O	-3.2	0.4	0.0	8.5	102.0

cpd	MEKK2 WT-MEK5	GPR7 antag	GalR3 antag	V1aR counter
17	100.0	7.3	-9.3	0.9
18	106.0	-6.9	-3.8	0.3
19	93.0	-0.8	3.4	0.1
20	105.0	10.2	0.9	0.5
21	110.0	3.9	-1.6	-0.1
22	100.0	-2.5	-5.3	0.3
23	106.0	-2.1	-8.8	0.1
24	102.0	-15.9	-2.0	-0.1

New compounds follow:
cpd	Structure	NALP1 inh	OXTR agonist	MEKK2mut PB1 HTS	PHOSPHO1 inh	MEKK3 PB1 HTS
25	NC(=O)CC(NC(=O)c1ccccc1)c1ccc(NCCc2ccc(Cl)cc2)c([N+](=O)[O-])c1 (configuration not stated)	.	0.4	8.0	25.1	97.0
26	CC(C)C[C@@H](CO)N1CCN(Cc2cccc(C#N)c2)CCC1=O	6.2	0.2	7.0	4.0	101.0
27	COCCn1c(CNc2ccc(F)cc2)nnc1SCC(=O)Nc1ccc(OC)cc1OC	15.6	1.1	-11.0	-2.6	76.0
28	C=CCOc1nc2c(c(=O)n(Cc3ccc(Cl)cc3)c(=O)n2C)n1C	19.4	-1.8	.	15.2	.
29	COC(=O)CN1C(=O)C2(C(C#N)=C(N)Oc3n[nH]c(-c4cccs4)c32)c2ccccc21 (configuration not stated)	-3.2	-0.8	0.0	-69.6	105.0
30	O=C1CCCN1CCCNS(=O)(=O)c1ccc(Cl)c(C(=O)N2CCOCC2)c1	-5.2	0.8	1.0	3.2	99.0
31	CCC(C)(C)NC(=O)C(c1cccc(OC)c1OC)N(CCC(C)C)C(=O)CCC(=O)Nc1cc(C)on1 (configuration not stated)	1.0	-2.4	1.0	41.2	100.0
32	Cc1c(C(=O)N2CCOCC2)c(S(=O)(=O)Nc2cccc(Br)c2)c(C)n1C	10.8	-1.6	-2.0	32.9	101.0

cpd	MEKK2 WT-MEK5	GPR7 antag	GalR3 antag	V1aR counter
25	92.0	.	-0.7	-0.4
26	99.0	-3.2	-0.9	0.6
27	81.0	-2.0	-3.4	1.6
28	.	3.4	-4.8	0.4
29	104.0	14.3	-4.2	0.8
30	99.0	4.1	-3.8	0.2
31	103.0	-2.5	-0.2	-1.9
32	94.0	4.0	1.8	-0.4

(listing goes on)
cpd	Structure	NALP1 inh	OXTR agonist	MEKK2mut PB1 HTS	PHOSPHO1 inh	MEKK3 PB1 HTS
33	Cc1ccc(/C=N/NC(=O)Cc2ccc(Cl)cc2)c(O)c1	-5.1	.	8.0	29.0	103.0
34	COc1cc(C2C(C(C)=O)=C(O)C(=O)N2CCN2CCOCC2)ccc1O (configuration not stated)	-4.4	0.1	8.0	16.0	107.0
35	CCc1ccc(NC(=O)CSc2nnc(-c3cnccn3)n2C)cc1	-0.2	0.2	-4.0	15.4	95.0
36	COc1ccc(CN(C(=O)c2cccs2)c2ccccc2)cc1	5.0	-1.0	-5.0	24.8	99.0
37	COc1ccc(CNC(=O)CN2C(=O)CCSc3ccc(S(=O)(=O)N4CCCC4)cc32)cc1	7.5	0.0	3.0	34.4	98.0
38	O=C(CSc1nncn1-c1cccnc1)Nc1cccc(C(F)(F)F)c1	7.5	1.6	1.0	15.1	102.0
39	CCc1nnc(NC(=O)CCC(=O)NCc2ccccc2Cl)s1	19.0	-0.3	-3.0	19.1	102.0
40	CN(C)S(=O)(=O)c1ccc(NC(=O)CCCNC(=O)c2ccc(Cl)cc2)cc1	-3.4	-0.9	1.0	-3.4	102.0

cpd	MEKK2 WT-MEK5	GPR7 antag	GalR3 antag	V1aR counter
33	111.0	-12.6	-3.9	.
34	109.0	-10.8	1.7	0.4
35	98.0	-6.5	1.7	0.7
36	95.0	-1.0	-2.8	1.7
37	102.0	0.9	-6.8	1.6
38	96.0	-1.1	-9.7	0.8
39	97.0	10.6	-1.9	-0.6
40	103.0	2.3	-3.4	1.7

(further entries)
cpd	Structure	NALP1 inh	OXTR agonist	MEKK2mut PB1 HTS	PHOSPHO1 inh	MEKK3 PB1 HTS
41	O=C(OCc1nc2ccccc2s1)c1ccco1	15.8	0.3	3.0	8.9	101.0
42	Cc1ccc(NC(=O)Nc2ccc3c(c2)N(C)C(=O)CS3)nc1	1.3	1.2	10.0	-13.6	108.0
43	O=C1CCC/C(=N/NC(=O)c2sc3ccccc3c2Cl)C1	.	12.0	2.0	5.0	107.0
44	COc1ccc(C2(C)NC(=O)N(CC(=O)Nc3ccc4c(c3)OCO4)C2=O)cc1OC (configuration not stated)	5.5	-1.2	14.0	24.2	102.0
45	Cc1ccc2cccc(NC(=S)NC(=O)c3c(Br)cnn3C)c2n1	-4.0	-0.9	-4.0	-18.3	107.0
46	O=C(c1ccccc1F)N1CCN(c2ccccn2)CC1	-4.0	.	11.0	23.9	108.0
47	CC(C)(C)C1CCC(=NNC(=O)C(=O)NCc2cccnc2)CC1 (configuration not stated)	5.7	-1.9	4.0	29.2	102.0
48	CCn1cc(S(=O)(=O)NCCc2ccccc2OC)cn1	-5.3	-0.1	7.0	42.8	100.0

cpd	MEKK2 WT-MEK5	GPR7 antag	GalR3 antag	V1aR counter
41	105.0	0.4	-0.9	0.2
42	94.0	15.1	-0.4	0.3
43	105.0	-2.1	-7.4	32.0*
44	102.0	-7.5	3.9	-0.5
45	105.0	-6.4	-4.0	1.4
46	116.0	-14.1	-9.8	.
47	103.0	-6.9	-2.4	-0.7
48	105.0	-7.7	-1.6	1.1
